Mtb BioA inh: inhibitors of Mycobacterium tuberculosis BioA enzyme; purified M. tuberculosis BioA enzyme, plate reader; inhibition, % at 9.99 µM; hit rate 0.096% among 360,000; AID 602481; in the data active = inhibition above about 40%
TcdB GH inh: blocks C. difficile toxin B glycohydrolase activity. P18177. TcdB glycohydrolase enzymatic assay, plate reader. inhibition, % at 9.99 µM. hit rate 0.24% among 350,000. AID 652162; in the data active = inhibition above about 10%
An asterisk follows results filed as active; & = joins results of further samples. An excerpt, so the mix of outcomes need not match the whole.

structure	Mtb BioA inh	TcdB GH inh
C[C@@H]1CCCCO[C@H](CN(C)CC2CCCCC2)[C@H](C)CN([C@@H](C)CO)C(=O)c2cc(NC(=O)Nc3ccc(C(F)(F)F)cc3)ccc2O1	-0.9	-1.1
COc1ccc(CN(C)C[C@H]2Oc3c(NC(=O)Nc4ccc(OC)cc4)cccc3C(=O)N([C@H](C)CO)C[C@H]2C)cc1	0.7	1.7
Cc1noc(C)c1S(=O)(=O)N(C)C[C@H]1OCCCC[C@H](C)Oc2ccc(NC(=O)C3CCCCC3)cc2C(=O)N([C@H](C)CO)C[C@@H]1C	-0.3	0.6
COC(=O)[C@@]1(Cc2ccccc2)COC(c2ccc(OCCCO)cc2)=N1	1.7	2.2
C[C@@H]1CN([C@@H](C)CO)S(=O)(=O)c2ccc(-c3ccc(C(=O)N(C)C)cc3)cc2O[C@H]1CN(C)C(=O)C1CCCCC1	4.4	-0.3
C[C@H](CO)N1C[C@H](C)[C@H](CN(C)C)Oc2c(NS(=O)(=O)c3ccc(F)cc3)cccc2C1=O	2.9	1.2
COc1ccc(NC(=O)N(C)C[C@@H]2Oc3ccc(NS(=O)(=O)c4ccc(Cl)cc4)cc3CC(=O)N([C@@H](C)CO)C[C@H]2C)cc1	0.1	-0.1
C[C@@H]1CN([C@H](C)CO)C(=O)c2cccc(NC(=O)C3CCCCC3)c2O[C@H]1CN(C)CC1CCCCC1	-2.0	-0.6
CC(C)NC(=O)N1CCCCN2[C@H](CO)[C@@H](c3ccc(C#C[C@H](C)O)cc3)[C@@H]2C1	-2.9	-0.1
CO[C@H]1CN(C)C(=O)c2ccc(NC(=O)c3ccccc3F)cc2OC[C@H](C)N(CC2CC2)C[C@H]1C	1.9	-0.4
COc1ccc(S(=O)(=O)N(C)C[C@H]2Oc3ccc(NC(=O)C4CCCCC4)cc3CC(=O)N([C@H](C)CO)C[C@@H]2C)cc1	0.7	-0.2
C[C@H](CO)N1C[C@H](C)[C@H](CN(C)CC2CCCCC2)OCCCC[C@H](C)Oc2ccc(NC(=O)Nc3cccc4ccccc34)cc2C1=O	-2.6	-2.0
C[C@@H]1CCCCO[C@H](CN(C)Cc2ccc(C(F)(F)F)cc2)[C@@H](C)CN([C@H](C)CO)C(=O)c2cc(NC(=O)Nc3ccc4c(c3)OCO4)ccc2O1	-2.2	0.4
C[C@H]1CN([C@@H](C)CO)C(=O)c2cc(C3=CCCC3)cnc2O[C@H]1CN(C)C(=O)c1ccccc1	-1.9	0.9
Cc1ccc(S(=O)(=O)N(C)C[C@H]2OCCCC[C@H](C)Oc3ccc(NC(=O)NC4CCCCC4)cc3C(=O)N([C@H](C)CO)C[C@H]2C)cc1	-3.0	0.6
CN(C)CCCNC(=O)C[C@H]1CC[C@@H](NC(=O)Cc2cccnc2)[C@@H](CO)O1	-2.2	0.3
C[C@@H]1CN([C@H](C)CO)C(=O)c2cc(NS(C)(=O)=O)ccc2O[C@H]1CN(C)Cc1ccccc1	0.3	-1.0
CO[C@H](CN(C)S(=O)(=O)c1ccc(C)cc1)[C@@H](C)CN([C@@H](C)CO)S(=O)(=O)c1cccc(Cl)c1	1.0	-0.2
O=C(NC1CCCCC1)N[C@H]1CC[C@H](CCNS(=O)(=O)c2ccc(F)cc2)O[C@H]1CO	2.6	-1.9
C[C@@H]1CN([C@H](C)CO)S(=O)(=O)c2ccc(C3=CCCCC3)cc2O[C@H]1CN(C)S(C)(=O)=O	12	1.0
Cc1noc(C)c1S(=O)(=O)Nc1cccc2c1O[C@H](CN(C)Cc1ccc(C(F)(F)F)cc1)[C@H](C)CN([C@H](C)CO)C2=O	-0.1	0.2
CCNC(=O)C[C@H]1CC[C@H]2[C@H](COc3ccc(NC(C)=O)cc3C(=O)N2C)O1	-0.1	11*
C[C@@H](NC(=O)C[C@H]1CC[C@H](NC(=O)Nc2ccc3c(c2)OCO3)[C@H](CO)O1)c1ccccc1	-1.6	-2.5
C[C@@H]1CN([C@H](C)CO)C(=O)Cc2cc(NS(=O)(=O)c3ccccc3)ccc2O[C@H]1CN(C)Cc1ccccc1	2.7	0.0
COc1ccc(S(=O)(=O)N2CCCCN3[C@@H](CO)[C@H](c4ccc(C#CC5CC5)cc4)[C@@H]3C2)cc1	-2.4	-0.2
C[C@@H]1CN([C@H](C)CO)C(=O)c2cc(NC(=O)Nc3ccc(C(F)(F)F)cc3)ccc2O[C@@H](C)CCCCO[C@@H]1CN(C)C(=O)c1ccccc1	-1.7	0.3
CC(C)NC(=O)Nc1ccc2c(c1)C(=O)N([C@H](C)CO)C[C@H](C)[C@H](CN(C)S(=O)(=O)c1cccs1)OCCCC[C@H](C)O2	1.8	0.2
C[C@@H]1CN([C@H](C)CO)C(=O)Cc2cc(NC(=O)C3CCCCC3)ccc2O[C@H]1CN(C)S(=O)(=O)c1ccccc1	-0.5	-0.3
Cc1ccccc1S(=O)(=O)N1C[C@@H](O)COC[C@@H]2O[C@H](CC(=O)N3CCCCC3)CC[C@H]21	0.0	-0.6
CCN1[C@@H]2c3ccc(C4=CCCC4)c(=O)n3C[C@@H]2[C@@H](CO)[C@@H]1C(=O)NCc1cccc(OC)c1	-1.9	-0.9

Given with values under each structure: entries from further up.
The line under a structure holds: Mtb BioA inh	TcdB GH inh
> C[C@@H]1CN([C@H](C)CO)C(=O)Cc2cc(NS(=O)(=O)c3ccccc3)ccc2O[C@H]1CN(C)Cc1ccccc1
→ 2.7	0.0
> COc1ccc(S(=O)(=O)N2CCCCN3[C@@H](CO)[C@H](c4ccc(C#CC5CC5)cc4)[C@@H]3C2)cc1
→ -2.4	-0.2
> C[C@@H]1CN([C@H](C)CO)C(=O)c2cc(NC(=O)Nc3ccc(C(F)(F)F)cc3)ccc2O[C@@H](C)CCCCO[C@@H]1CN(C)C(=O)c1ccccc1
→ -1.7	0.3
> CC(C)NC(=O)Nc1ccc2c(c1)C(=O)N([C@H](C)CO)C[C@H](C)[C@H](CN(C)S(=O)(=O)c1cccs1)OCCCC[C@H](C)O2
→ 1.8	0.2

Going on with the list:
structure	Mtb BioA inh	TcdB GH inh
C[C@H]1CN([C@@H](C)CO)C(=O)c2cc(C#CC3CCCCC3)cnc2O[C@@H]1CN(C)Cc1cccnc1	0.2	-0.7
C[C@@H]1CN([C@@H](C)CO)S(=O)(=O)c2ccc(C#CC(C)(C)O)cc2O[C@@H]1CN(C)C(=O)CC1CC1	1.7	0.4
C[C@H](CO)N1C[C@H](C)[C@@H](CN(C)C(=O)c2ccccc2F)Oc2ncc(-c3cccnc3)cc2C1=O	0.7	0.3
C[C@@H]1CN([C@H](C)CO)C(=O)c2cc(NC(=O)Nc3ccc4c(c3)OCO4)ccc2O[C@H]1CN(C)S(=O)(=O)c1cn(C)cn1	9.1	1.2
COc1ccc(NC(=O)N2C[C@H](O)COC[C@H]3O[C@@H](CC(=O)NCc4ccccc4OC)CC[C@@H]32)cc1	0.2	0.8
COC(=O)C[C@@H]1CC[C@H]2[C@@H](COC[C@@H](O)CN2S(=O)(=O)c2ccc(F)cc2)O1	-1.1	-0.6
CCCC#Cc1cnc2c(c1)C(=O)N([C@H](C)CO)C[C@@H](C)[C@@H](CN(C)C(=O)NCCC)O2	-0.4	1.6
C[C@H]1CN([C@@H](C)CO)C(=O)c2cc(NC(=O)c3ccncc3)ccc2O[C@H]1CN(C)Cc1ccc(Oc2ccccc2)cc1	-1.5	1.3
C[C@@H]1CCCCO[C@H](CN(C)C(=O)Nc2ccc(C(F)(F)F)cc2)[C@H](C)CN([C@H](C)CO)C(=O)c2cc(NC(=O)CCC(F)(F)F)ccc2O1	-1.1	0.4
C[C@H]1CN([C@@H](C)CO)C(=O)c2cccc(NC(=O)Nc3cccc4ccccc34)c2O[C@H]1CN(C)Cc1ccc(C(=O)O)cc1	-0.2	-1.1
COc1ccccc1CNC(=O)C[C@H]1CC[C@H]2[C@@H](COC[C@@H](O)CN2C(=O)Nc2ccc(C(F)(F)F)cc2)O1	1.3	-0.6
C[C@@H]1CN([C@@H](C)CO)C(=O)c2cc(C#CC3CCCCC3)cnc2O[C@H]1CN(C)S(=O)(=O)c1cccc(F)c1	-1.5	2.2
C[C@H]1CN([C@@H](C)CO)C(=O)CCCn2nncc2CO[C@H]1CN(C)Cc1cccc(C(F)(F)F)c1	0.7	1.5
C[C@H]1CN([C@@H](C)CO)C(=O)c2cc(NC(=O)Cn3cnnn3)ccc2O[C@@H]1CN(C)Cc1ccc(Oc2ccccc2)cc1	0.6	0.5
CN1C(=O)c2cc(NC(=O)c3ccc(F)c(F)c3)ccc2OC[C@H]2O[C@H](CC(=O)N3CCOCC3)CC[C@H]21	5.6	-0.7
CN(C)CCCNC(=O)C[C@@H]1C=C[C@@H](NS(=O)(=O)c2ccc(F)cc2)[C@@H](CO)O1	2.2	-0.6
CCC(=O)N1CCCCN2[C@H](CO)[C@@H](c3ccc(/C=C/c4ccccc4)cc3)[C@@H]2C1	-0.5	0.7
O=C(c1ccccc1F)N1CC[C@@H]2[C@H]1c1cc(Br)ccc1N[C@@H]2CO	49*	1.9
O=C([C@@H]1[C@@H](CO)[C@@H]2Cn3c(cccc3=O)[C@H]1N2Cc1cccc(Cl)c1)N1CCCCC1	0.1	0.2
C[C@@H]1CN([C@H](C)CO)C(=O)c2cccc(NC(=O)Nc3ccccc3)c2O[C@H]1CN(C)C(=O)Nc1ccc2c(c1)OCO2	2.0	0.8
O=C(Nc1cc(F)ccc1F)N1C[C@H]2[C@@H](c3ccccc31)[C@@H](CO)N2Cc1cccnc1	-7.7	-9.0
Cc1noc(C)c1NC(=O)Nc1ccc2c(c1)C(=O)N([C@@H](C)CO)C[C@@H](C)[C@@H](CN(C)Cc1ccncc1)OCCCC[C@H](C)O2	-0.6	-0.8
C[C@H]1CN([C@@H](C)CO)C(=O)c2cccc(NS(C)(=O)=O)c2O[C@H]1CN(C)S(=O)(=O)c1ccc(Cl)cc1	-0.1	-0.9
COc1ccc(NC(=O)Nc2ccc3c(c2)CC(=O)N([C@@H](C)CO)C[C@H](C)[C@H](CN(C)C)O3)cc1	-4.7	0.0
C[C@H]1CN([C@@H](C)CO)C(=O)Cc2cc(NS(=O)(=O)c3ccccc3)ccc2O[C@H]1CN(C)Cc1ccncc1	-1.2	0.6
C[C@@H]1CN([C@H](C)CO)C(=O)c2cc(NC(=O)Cc3ccccc3)ccc2O[C@@H](C)CCCCO[C@H]1CN(C)S(C)(=O)=O	1.8	-0.4
C[C@@H]1CN([C@@H](C)CO)C(=O)c2cc(C3=CCCCC3)cnc2O[C@H]1CN(C)Cc1ccccc1F	4.2	1.4
COCCNC(=O)C[C@H]1C[C@H]2c3cc(NC(=O)Nc4ccc(OC)cc4)ccc3O[C@H]2[C@H](CO)O1	-0.2	0.3
CO[C@H]1CN(C)C(=O)c2ccc(NS(C)(=O)=O)cc2OC[C@@H](C)N(C(=O)C2CCOCC2)C[C@@H]1C	-0.1	-2.2
O=C(C[C@H]1C[C@H]2c3cc(NC(=O)Nc4ccc(C(F)(F)F)cc4)ccc3O[C@H]2[C@H](CO)O1)NC1CCCCC1	-1.4	-0.1

An excerpt of these results, with values under each structure.
Value order: Mtb BioA inh | TcdB GH inh
- C[C@@H]1CN([C@H](C)CO)C(=O)c2cc(NC(=O)Cc3ccccc3)ccc2O[C@@H](C)CCCCO[C@H]1CN(C)S(C)(=O)=O
    1.8 | -0.4
- C[C@@H]1CN([C@@H](C)CO)C(=O)c2cc(C3=CCCCC3)cnc2O[C@H]1CN(C)Cc1ccccc1F
    4.2 | 1.4

Next part
structure	Mtb BioA inh	TcdB GH inh
CNC[C@H]1Oc2ccc(NC(=O)C3CCCCC3)cc2CC(=O)N([C@@H](C)CO)C[C@@H]1C	-3.0	0.3
O=C(C[C@H]1C[C@@H]2c3cc(NC(=O)CC4CC4)ccc3O[C@@H]2[C@@H](CO)O1)NCc1ccccc1F	0.4	0.1
C[C@@H]1CN([C@H](C)CO)C(=O)c2cccc(NC(=O)c3ccc(-c4nccs4)cc3)c2O[C@H]1CN(C)Cc1ccc2c(c1)OCO2	-0.6	-3.9
CC(C)CC#Cc1ccc2c(c1)O[C@H](CN(C)S(=O)(=O)c1ccc(F)cc1)[C@H](C)CN([C@@H](C)CO)S2(=O)=O	-1.7	1.6
O=C(C[C@H]1CC[C@H]2[C@@H](COC[C@@H](O)CN2Cc2nccs2)O1)NCc1ccc(Cl)cc1	-1.7	0.8
Cc1ccccc1S(=O)(=O)N1C[C@H](O)COC[C@H]2O[C@H](CC(=O)NCCc3ccccc3)CC[C@@H]21	2.4	-0.1
O=C(Nc1ccc(Cl)cc1)N[C@@H]1CC[C@H](CCNS(=O)(=O)c2ccccc2F)O[C@@H]1CO	1.2	-1.3&0.6
C[C@H]1CN([C@@H](C)CO)S(=O)(=O)c2ccc(C#CCN(C)C)cc2O[C@H]1CN(C)C(=O)C1CCCCC1	1.2	-0.4
CNC[C@H]1OCCCC[C@@H](C)Oc2ccc(N)cc2C(=O)N([C@@H](C)CO)C[C@@H]1C	-4.0	-5.2
O=C(O)[C@@H]1[C@@H](CO)[C@@H]2Cn3c(ccc(/C=C/c4ccccc4)c3=O)[C@@H]2N1C(=O)c1cnccn1	-1.2	0.7
CC(C)NC(=O)N(C)C[C@@H]1OCCCC[C@@H](C)Oc2ccc(NS(=O)(=O)c3ccccc3)cc2C(=O)N([C@H](C)CO)C[C@H]1C	-0.7	0.4
Cc1ccc(S(=O)(=O)Nc2ccc3c(c2)CC(=O)N([C@H](C)CO)C[C@@H](C)[C@H](CN(C)S(=O)(=O)c2cccs2)O3)cc1	-4.9	-1.0
C[C@H](CO)N1C[C@H](C)[C@H](CN(C)Cc2ccncc2)Oc2ccc(NC(=O)Nc3ccc4c(c3)OCO4)cc2C1=O	-1.1	-13
C[C@H](NC(=O)C[C@H]1C=C[C@H](NC(=O)CN2CCOCC2)[C@@H](CO)O1)c1ccccc1	0.0	-0.8

Bioassay records as filed in PubChem BioAssay.
